FBW7 activator: FBW7 E3 ligase activators, primary screen, biochemical, AlphaScreen, human; F-box/WD repeat-containing protein 7 (Homo sapiens), Q969H0; AlphaScreen FBW7–phospho-cyclin E peptide binding, activator screen; normalized activity (activation), % at 26.1 µM; 650,000 tested, 0.13% active; in the data active means normalized activity above about 1.9%;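 further: purified mutant Fbw7 with reduced substrate affinity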
GPR151 ag: activators of human GPR151, primary screen, cell-based, PathHunter beta-arrestin, luminescence. G-protein coupled receptor 151 (Homo sapiens), Q8TDV0. PathHunter beta-arrestin GPR151 cells. activation, % at 11.2 µM. 650,000 tested, 1% active. AID 1508602, 2020; in the data active means activation above about 4.9%;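 further: 0% = median of compound wells and 100% = cells with positive control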
Target sequence (Q8TDV0 whole entry, looked up): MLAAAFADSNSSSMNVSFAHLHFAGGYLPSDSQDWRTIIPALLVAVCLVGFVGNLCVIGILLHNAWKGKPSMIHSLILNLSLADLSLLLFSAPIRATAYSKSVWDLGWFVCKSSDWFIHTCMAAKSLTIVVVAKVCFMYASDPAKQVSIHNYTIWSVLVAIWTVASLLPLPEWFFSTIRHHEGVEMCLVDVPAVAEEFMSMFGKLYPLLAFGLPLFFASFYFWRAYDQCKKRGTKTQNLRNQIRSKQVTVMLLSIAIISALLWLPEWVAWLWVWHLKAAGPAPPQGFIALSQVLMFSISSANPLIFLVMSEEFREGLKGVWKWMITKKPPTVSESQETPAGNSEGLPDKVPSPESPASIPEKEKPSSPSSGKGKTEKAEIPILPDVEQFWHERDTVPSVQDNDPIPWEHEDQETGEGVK
TEAD-YAP block: TEAD-YAP interaction inhibition, primary screen, TEAD-YAP interaction inhibitor project, luminescence, HEK-TIYL cells; TEAD-Gal4/YAP UAS-luciferase luminescence; inhibition, % at 9.12 µM; 640,000 tested, 1.4% active; AID 1259422, 2018; in the data active means inhibition above about 32%;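 further: 0% = median of test compound wells and 100% = reference inhibitor wells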
MITF inh: MITF inhibitors, primary screen, biochemical, AlphaScreen, human. inhibition, % at 2.6 µM. 650,000 tested, 0.91% active. AlphaScreen MITF homodimerization, bead proximity signal. Microphthalmia-associated transcription factor (Homo sapiens), O75030. AID 1259374, 2018; in the data active means inhibition above about 50%;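 further: 0% = vehicle wells with protein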
Target sequence (O75030 whole entry, looked up): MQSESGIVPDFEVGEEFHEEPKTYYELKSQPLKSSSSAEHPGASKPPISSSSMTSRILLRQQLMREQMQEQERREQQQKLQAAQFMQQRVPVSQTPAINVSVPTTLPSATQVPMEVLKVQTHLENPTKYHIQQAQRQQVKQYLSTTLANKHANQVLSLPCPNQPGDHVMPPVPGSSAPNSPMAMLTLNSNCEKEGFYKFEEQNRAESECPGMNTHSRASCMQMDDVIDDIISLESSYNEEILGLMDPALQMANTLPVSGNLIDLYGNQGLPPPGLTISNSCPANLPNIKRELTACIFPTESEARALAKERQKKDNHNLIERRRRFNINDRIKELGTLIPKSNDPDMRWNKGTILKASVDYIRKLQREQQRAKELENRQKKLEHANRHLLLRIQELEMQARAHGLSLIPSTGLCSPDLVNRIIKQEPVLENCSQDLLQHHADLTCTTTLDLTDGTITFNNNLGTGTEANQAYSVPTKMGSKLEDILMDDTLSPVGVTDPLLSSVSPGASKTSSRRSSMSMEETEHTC
Numbers without * were called inactive; nt = no result given; & = joins results of further samples; ! = repeats disagree.

SMILES	FBW7 activator	GPR151 ag	TEAD-YAP block	MITF inh
CCC(C)NC(=O)Cn1c(=O)oc2cc(S(=O)(=O)N3CCCC3)ccc21 (stereo not given)	0.3	-1.2	0	9
COc1ccc(-n2c(C)c(C(C)=O)c3cc(OC(C)=O)ccc32)cc1	-0.9	0.2	17	6
COc1cccc(NS(=O)(=O)c2c(C)nc3sccn3c2=O)c1	-0.1	1.1	4	-4
COc1ccc(OC(C)=O)c(C2c3cc(OC)c(OC)cc3CCN2C(C)=O)c1 (stereo not given)	0.2	-1.3	8	26
COc1cccc(C(=O)CN2C(=O)NC3(CCC(C)CC3)C2=O)c1 (stereo not given)	-0.1	-1.5	1	1
Cc1csc(NC(=O)Cn2cnc3ccccc3c2=O)n1	-0.1	-1.2	5	-3
O=C(O)C1CCC(CN(Cc2ccc(F)cc2)S(=O)(=O)c2ccc(Cl)c([N+](=O)[O-])c2)CC1 (stereo not given)	0.0	-1.0	1	-3
CCCCCOC(=O)C1=C(C)Nc2nnnn2C1c1ccc(Cl)cc1 (stereo not given)	-0.1	-0.3	4	8
Cc1ccc(-c2nnc(NCc3ccccc3)c3ccccc23)cc1S(=O)(=O)NCC1CCCO1 (stereo not given)	0.0	0.1	19	0
COc1ccccc1N1CCN(C(=S)Nc2ccc([N+](=O)[O-])cc2)CC1	0.0	-0.9	0	11
O=C(Nc1ccc(-c2cn3ccccc3n2)cc1)c1ccccc1	0.9	-5.5	-25	19
NC(=O)c1ccccc1NC(=O)/C=C/c1cccc(Cl)c1	-0.2	0.6	-52	-5
O=C(N[C@@H](Cc1c[nH]c2ccccc12)C(=O)O)c1ccccc1Cl	0.2	-1.0	12	25
COc1ccc(CCn2c(SCc3cc(=O)n4cc(Cl)ccc4n3)nc3ccsc3c2=O)cc1OC	0.0	1.4	5	3
CC(c1ccon1)N(C)C(=O)CC1(c2ccccc2Cl)CC(=O)N(CCN(C)C)C1=O (stereo not given)	0.2	0.1	-9	-4

Complete entries as entered above. Order of screens: FBW7 activator	GPR151 ag	TEAD-YAP block	MITF inh
COc1ccc(OC(C)=O)c(C2c3cc(OC)c(OC)cc3CCN2C(C)=O)c1 (stereo not given) across the screens: 0.2	-1.3	8	26
O=C(O)C1CCC(CN(Cc2ccc(F)cc2)S(=O)(=O)c2ccc(Cl)c([N+](=O)[O-])c2)CC1 (stereo not given) across the screens: 0.0	-1.0	1	-3

The list continues:
SMILES	FBW7 activator	GPR151 ag	TEAD-YAP block	MITF inh
COC(C(=O)NNC(=O)c1ccc(C(C)(C)C)cc1)c1ccccc1 (stereo not given)	-0.1	-0.4	-8	-3
CCCCCN(C(=O)NC(=O)Nc1c(C)cc(C)cc1C)S(=O)(=O)c1ccccc1	0.0	0.0	4	5
FC(F)(F)c1ccc(Cn2cnc3c(NCCOc4ccccc4)nc(Cl)nc32)cc1	0.4	1.1	3	-3
Cc1ccc(-n2nc(-c3ccccc3)c3nc4ccccc4nc32)cc1	0.1	-1.0	5	11
Cc1cccc(Nc2c(-c3ccccc3)c(=O)c2=O)c1C	0.1	-0.5	-17	11
CS(=O)(=O)N(CC(=O)N1CCCCCC1)c1ccc2c(c1)OCO2	0.4	1.8	7	1
COc1ccc(NC(=O)CN2C(=O)NC3(CCCc4ccccc43)C2=O)c([N+](=O)[O-])c1 (stereo not given)	-0.1	0.1	-5	2
Cc1sc(NC(=O)CN(Cc2ccc(F)cc2)C(=O)C2CCC2)c(C(N)=O)c1C	0.0	0.1	6	-14
COc1ccccc1OCCOCCOc1ccc(Cl)cc1	0.1	0.6	5	8
COc1ccc(N(CC(=O)NCCC2=CCCCC2)S(C)(=O)=O)cc1	0.1	-0.5	4	13
COc1ccc(/C=N/NC(=O)C(=O)Nc2ccc(C)cc2)cc1	0.0	-0.5	9	-9
CCOC(=O)c1c(C)nc(NC(C)=O)nc1N	0.0	0.8	-15	10
COc1ccc(CN2CCN(C3CCC3)CC2CCO)c(C)c1C (stereo not given)	0.0	-1.4	8	11
Cc1cccc(NC(=O)CSc2nnc(CCC(=O)O)c(=O)n2N)c1	0.1	1.0	15	3
CCOc1ncccc1C(=O)Nc1ccc(S(=O)(=O)NC2=NCCCCC2)cc1	0.0	0.5	-1	-6
COc1ccc(Cn2c(CCC(=O)N3CCC(C(N)=O)CC3)nc3ncccc3c2=O)cc1	-0.2	-1.0	0	7
Cc1cc(C(=O)N/N=C/c2ccc(O)c(O)c2O)c2ccccc2n1	-1.4	-2.0	17	82*
COC(=O)[C@@H](NC(=O)c1cc(COc2ccc(F)cc2Cl)on1)c1ccccc1	0.0	-1.2	10	13
COc1ccc(N(CC(=O)NC(C)c2ccccc2)S(=O)(=O)c2ccc(F)cc2)cc1 (stereo not given)	0.1	0.2	-3	2
Cc1ccc(S(=O)(=O)N2CCCC(C(=O)N3CCOCC3)C2)cc1 (stereo not given)	0.0	-0.1	3	-9
Brc1cc(C2CCCCC2)ccc1OCCCCCN1CCOCC1	0.0	0.9	12	-2
NS(=O)(=O)c1cc(C(=O)OCC(=O)NCc2ccccc2)c(Cl)cc1Cl	0.2	1.1	-2	2
COc1ccc(/C=C/C(=O)Nc2ccccc2C(C)C)cc1	0.2	1.0	-2	22
CCOC(=O)C1=C(C)N=c2s/c(=C\c3ccccc3OCc3ccccc3)c(=O)n2C1c1ccc(OC)c(OC)c1 (stereo not given)	0.0	0.9	-3	1
Cc1ccc(C)c(Cn2nnc(C(=O)NCc3ccccc3)c2N)c1	0.1	0.1	-5	-1
CCOc1cccc(/C=N\NC(=O)C2COc3cc4ccccc4cc3O2)c1O (stereo not given)	0.1	0.8	25	-13
O=C(Nc1cccc([N+](=O)[O-])c1)Nc1ccc2ccccc2c1	0.3	-0.4	5	11
COCCNC(=O)Nc1ccc2nc3c4ccccc4c4ccccc4c3nc2c1	0.0	-0.8	-2	-3
CN1C(=O)C2(c3ccccc31)c1c(oc3ccccc3c1=O)C(=O)N2CC1CCCO1 (stereo not given)	0.1	1.7	-23	15
CCOC(=O)c1c(-c2ccccc2)oc2ccc(OC(=O)c3ccc(F)cc3)cc12	0.1	-0.4	-1	3
c1csc(-c2nccc(NC3CC3)n2)c1	0.0	0.5	-29	7
Cc1c(Cc2ccccc2)sc(NC(=O)/C=C/C(=O)O)c1C(N)=O	0.1	1.4	-20	0
O=C(Nc1cc(Cl)ccc1[N+](=O)[O-])c1cnc2n(c1=O)CCS2	-0.1	0.4	-2	5
Cc1ccc(NC(=O)c2sc3ncn(CC(=O)N4CCOCC4)c(=O)c3c2C)cc1Cl	-0.1	-0.8	-21	-1
CC(C)C(=O)NCCc1nnc2n1CCN(Cc1ccc3ccccc3c1)CC2	0.0	0.8	1	17
CC(C)c1ncn(-c2ccc(Nc3nccc(-c4cccc(N5CCOCC5)c4)n3)cc2)n1	0.1	0.2	-2	14
O=C(CSc1ccccn1)Nc1ccc(Cl)c(Cl)c1	0.1	0.3	-26	2
O=C1NCCCC[C@@H]1NCc1cc2cc3c(cc2nc1N1CCCC1)OCO3	-0.2	1.5	-5	0
Cc1cccc(C(=O)O)c1NC(=O)c1cccc(F)c1	0.0	-0.6	-4	4
O=C(COC(=O)c1cc2ccccc2oc1=O)c1ccc(Cl)c(Cl)c1	0.1	-0.5	9	0
Cc1cc(C(=O)CN2C(=O)C(=O)N(Cc3ccccc3)C2=O)c(C)n1C1CC1	0.0	2.3	-4	7
COc1ccc(Nc2ccnc3c(-c4ccc(N)cc4)cnn23)cn1	-0.4	0.3	37*	17
COc1ccc(N2C(=O)C(Cl)=C(Nc3ccc(C)cc3)C2=O)cc1	-0.1	5.5*	1	7
O=C(O)CC/C(=N\NC(=O)CNC(=O)c1ccccc1Br)c1ccccc1	1.0	-1.2	13	21
CNC(=O)COC(=O)c1cc(-c2cccc3ccccc23)nc2ccccc12	0.0	-1.1	3	-3
COCCCNC(=O)c1cnn2c(C(F)(F)F)cc(-c3ccccc3)nc12	-0.3	2.0	-8	-3
O=C1C2(CCCC13COC(c1ccco1)OC3)COC(c1ccco1)OC2 (stereo not given)	0.1	0.2	5	3
C=CCNc1ccc2c3c1cccc3c(=O)n1c3ccccc3nc21	-0.6	-0.2	-40	3
COc1cc(CNC2CCN(c3nc(C)c4cc5c(cc4n3)CCC5)CC2)cc(OC)c1	0.6	-1.5	4	-2
O=C(Nc1ccccc1C(=O)N1CCOCC1)c1ccco1	0.0	-2.0	3	-5
COc1ccc(N=C(Nc2ccc(OC)cc2)SC)cc1	0.0	0.0	-24	12
CC(=O)Nc1ccc(NC(=O)c2ccccc2Sc2ccc([N+](=O)[O-])cc2)cc1	0.0	1.6	-2	-1
CCN(CC)c1ccc(/C=N/NC(=O)Cn2cnc([N+](=O)[O-])n2)cc1	-0.1	0.5	7	4
CCOC(=O)Nc1nnc(Cc2cccc(Br)c2)s1	0.0	-0.5	12	14
CCOC(=O)c1c(NC(=O)c2ccncc2)sc(C(=O)OC(C)(C)C)c1C	0.0	-0.8	10	9
CN1CCC(=NNC(=O)c2ccco2)CC1	-0.1	0.0	-71	-4
COCCNCCOc1ccc(OC)cc1	0.3	1.3	-6	6
CC(=O)c1ccc(-c2ccc(/C=C3/C(=O)N(CCCO)C(=O)C(C#N)=C3C)o2)cc1	-0.1	3.1	-12	5
Cc1cccc(C(=O)NNC(=O)CSc2nnc3n2C(C)(C)Cc2ccccc2-3)c1	-0.1	1.0	4	12
CCOC(=O)CC(NCc1cccc(OCC)c1O)c1ccc(C)cc1 (stereo not given)	0.0	-1.6	-3	8

Random excerpt: 7 entries already listed, in no set order.
SMILES	FBW7 activator	GPR151 ag	TEAD-YAP block	MITF inh
COc1cc(CNC2CCN(c3nc(C)c4cc5c(cc4n3)CCC5)CC2)cc(OC)c1	0.6	-1.5	4	-2
CCOC(=O)CC(NCc1cccc(OCC)c1O)c1ccc(C)cc1 (stereo not given)	0.0	-1.6	-3	8
Cc1cccc(C(=O)NNC(=O)CSc2nnc3n2C(C)(C)Cc2ccccc2-3)c1	-0.1	1.0	4	12
CCOC(=O)Nc1nnc(Cc2cccc(Br)c2)s1	0.0	-0.5	12	14
CCN(CC)c1ccc(/C=N/NC(=O)Cn2cnc([N+](=O)[O-])n2)cc1	-0.1	0.5	7	4
COCCCNC(=O)c1cnn2c(C(F)(F)F)cc(-c3ccccc3)nc12	-0.3	2.0	-8	-3
O=C1C2(CCCC13COC(c1ccco1)OC3)COC(c1ccco1)OC2 (stereo not given)	0.1	0.2	5	3

The results go on.
SMILES	FBW7 activator	GPR151 ag	TEAD-YAP block	MITF inh
CN(CC1CCCCO1)C(=O)c1ccc(OC2CCN(Cc3ccccn3)CC2)cc1 (stereo not given)	-0.1	2.3	7	8
CCCCN(CCCC)c1nc(C)cc(=O)[nH]1	-0.1&0.3	5.1*!	5&2	-5&-9
O=C(CSc1nc2ccccc2c(=O)n1CC1CCCO1)Nc1cccc(C(F)(F)F)c1 (stereo not given)	0.0	-1.4	-9	3
CC1=C(C(=O)OCCc2ccccc2)C(c2coc3ccccc3c2=O)C2=C(CC(C)(C)CC2=O)N1 (stereo not given)	-0.1	1.4	4	-13
Cc1cc(Nc2ccccc2)nc(Nc2cnccn2)n1	0.1	0.4	-4	4
Cc1ccc(NCn2nc(C)cc2C)cc1	0.1	0.7	2	12
COC(=O)C1=C(N)N(c2cccc(C(F)(F)F)c2)C2=C(C(=O)CC(C)(C)C2)C1c1cccnc1 (stereo not given)	0.7	-0.6	4	18
Cc1c(C(=O)NCCCN2CCOCC2)cnn1-c1nccc(-c2cc3ccccc3o2)n1	-0.2	-0.1	8	9
Cn1c(Cc2cccs2)n[nH]c1=S	0.1	0.5	6	13
CS(=O)(=O)N(CC(=O)Nc1cccc(Br)c1)c1ccccc1F	0.0	-1.6	-2	5
O=C(O)c1ccc(N2C(=O)Nc3ccccc3N2O)cc1	-0.1	0.0	-4	6
Cc1ccc2c(c1)sc1nc(-c3ccccc3)cn12	2.4*	-6.5	96*	-20
O=C(O)c1ccc2c3c1cccc3c(=O)n1c3ccccc3nc21	0.3	-0.6	nt	-1
CCN(CC(=O)Nc1cccc([N+](=O)[O-])c1)S(=O)(=O)c1ccc(Br)cc1	-0.2	0.8	-3	-7
O=C(Nc1ccc(-c2nc3ccccc3s2)cc1)c1ccc(Cl)cc1Cl	0.2	-0.8	-3	9
CC(C)N(Cc1ccccc1)C(=O)C1=CCN(S(=O)(=O)c2ccc(F)cc2)CC1	0.2	0.1	5	7

Molecules above with a CF3 group:
SMILES	FBW7 activator	GPR151 ag	TEAD-YAP block	MITF inh
FC(F)(F)c1ccc(Cn2cnc3c(NCCOc4ccccc4)nc(Cl)nc32)cc1	0.4	1.1	3	-3
COCCCNC(=O)c1cnn2c(C(F)(F)F)cc(-c3ccccc3)nc12	-0.3	2.0	-8	-3
O=C(CSc1nc2ccccc2c(=O)n1CC1CCCO1)Nc1cccc(C(F)(F)F)c1 (stereo not given)	0.0	-1.4	-9	3
COC(=O)C1=C(N)N(c2cccc(C(F)(F)F)c2)C2=C(C(=O)CC(C)(C)C2)C1c1cccnc1 (stereo not given)	0.7	-0.6	4	18
